ANO1 block: TMEM16A chloride channel inhibitors, primary screen, cell-based, HTS | Anoctamin-1 (Mus musculus), Q8BHY3 | HEK293 TMEM16A/YFP iodide influx fluorescence, ionomycin | normalized B-score (activity score, 25-100; higher = stronger inhibition) at 10 µM | 1.2% of 310,000 active | AID 588511, 2011;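 active means ratio plate-corrected score three or more library SD toward inhibition, starting fluorescence score within five deviations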;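 further: score derived from kinetic fluorescence span divided by baseline fluorescence per well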
TRPC4 act: activators of mouse TRPC4 channel, primary screen, Fluo4 calcium, HEK293 TRPC4beta/mu-opioid cells | Short transient receptor potential channel 4 (Mus musculus), Q9QUQ5 | B-score at 10 µM | Fluo4 calcium fluorescence; hits give high values | 0.49% of 310,000 active;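 active means B-score above 5 SD of library B-scores, and initial fluorescence ratio not above library mean plus 5 SD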;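 further: positive B-score marks a calcium rise read as TRPC4 activation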
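Assay system – TRPC4beta and mu-opioid receptor HEK293 stable cells · Measured by – Fluo4 fluorescence, kinetic · Schedule – dye loading 45 min room temperature, 110 s kinetic read · Read-out – B-scored integrated calcium fluorescence ratio · Controls – buffer and maximal DAMGO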
TRPC4 PAM: positive allosteric modulators of TRPC4, primary screen, cell-based, mouse TRPC4beta, HEK293 mu-opioid, Fluo-4 calcium; Short transient receptor potential channel 4 (Mus musculus), Q9QUQ5; DAMGO EC20, Fluo-4 Ca2+ flux; hits give high values; B-score at 10 µM; 0.42% of 310,000 active;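 active means B-score of calcium response area above 5 SD of library B-scores, with initial fluorescence ratio within 5 SD of library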;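 further: B-score of integrated fluorescence ratio over time as area under calcium response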
KCNK3 inh: human KCNK3 channel inhibitors, primary screen, CHO cells, FluxOR thallium flux, B-score. B-score at 10 µM. AID 602410, 2012. 0.84% of 340,000 active. FluxOR fluorescence; hits give low values. Potassium channel subfamily K member 3 (Homo sapiens), O14649;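 active means B-score under library mean minus 4 SD, starting fluorescence ratio at most library mean plus 5 SD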;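 further: more negative B-score means stronger inhibition of thallium flux through KCNK3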
Target sequence (O14649 whole entry, looked up): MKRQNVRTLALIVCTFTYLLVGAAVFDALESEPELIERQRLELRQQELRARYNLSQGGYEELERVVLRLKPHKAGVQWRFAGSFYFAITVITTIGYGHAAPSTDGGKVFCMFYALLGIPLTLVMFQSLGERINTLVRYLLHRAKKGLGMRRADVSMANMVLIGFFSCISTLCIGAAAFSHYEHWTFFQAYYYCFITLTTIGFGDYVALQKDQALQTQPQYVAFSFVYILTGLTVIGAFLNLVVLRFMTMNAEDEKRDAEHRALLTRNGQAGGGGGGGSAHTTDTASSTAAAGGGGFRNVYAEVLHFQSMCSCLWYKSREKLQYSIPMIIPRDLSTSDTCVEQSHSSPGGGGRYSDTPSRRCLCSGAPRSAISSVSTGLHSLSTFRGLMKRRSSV
KCNQ1 act: potentiators or activators of KCNQ1 channel, primary screen, cell-based, thallium flux, high-throughput. CHO-K1 KCNQ1, thallium flux FluxOR fluorescence; hits give high values. B-score at 10 µM. 0.35% of 310,000 active;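 active means fluorescence ratio B-score, a plate-corrected score, at least three library SD, with initial intensity B-score within 5 SD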
Target sequence (P51787 whole entry, looked up): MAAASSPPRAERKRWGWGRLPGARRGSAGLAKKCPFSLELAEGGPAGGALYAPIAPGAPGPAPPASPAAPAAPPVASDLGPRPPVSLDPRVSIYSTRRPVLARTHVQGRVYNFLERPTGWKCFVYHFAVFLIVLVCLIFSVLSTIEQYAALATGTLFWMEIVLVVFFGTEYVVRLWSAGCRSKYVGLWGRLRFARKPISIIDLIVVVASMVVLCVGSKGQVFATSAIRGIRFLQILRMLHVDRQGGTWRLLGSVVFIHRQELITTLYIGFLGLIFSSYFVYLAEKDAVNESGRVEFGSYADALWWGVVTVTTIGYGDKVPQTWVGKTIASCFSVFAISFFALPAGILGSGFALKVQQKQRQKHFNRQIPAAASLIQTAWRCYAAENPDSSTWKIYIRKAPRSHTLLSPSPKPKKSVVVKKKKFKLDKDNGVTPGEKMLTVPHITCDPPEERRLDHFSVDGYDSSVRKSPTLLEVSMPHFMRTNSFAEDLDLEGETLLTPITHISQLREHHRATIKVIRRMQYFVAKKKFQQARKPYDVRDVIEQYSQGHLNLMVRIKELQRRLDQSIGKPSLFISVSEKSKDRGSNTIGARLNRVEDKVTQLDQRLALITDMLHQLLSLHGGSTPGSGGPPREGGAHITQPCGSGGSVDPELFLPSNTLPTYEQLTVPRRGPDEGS
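Material: CHO-K1 cells stably expressing KCNQ1. Medium: assay buffer for compound exposure, DMSO matched across wells. Reagent: K+/Tl+ depolarizing stimulus. Compound dosing: single-concentration screen. Times: 37 °C overnight plating, 90-min dark dye load, 20-min compound pretreatment. Technique: FluxOR Tl+ flux fluorescence.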
KCNQ1 inh: inhibitors of human KCNQ1 channel, primary screen, cell-based, thallium flux, high-throughput; Potassium voltage-gated channel subfamily KQT member 1 (Homo sapiens), P51787; CHO-K1 KCNQ1, FluxOR thallium flux fluorescence; hits give high values; B-score at 10 µM; 1.3% of 310,000 active; AID 2642, 2010;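 active means compounds whose thallium flux B-score, printed positive for inhibition, exceeds three library SD while starting fluorescence stays within three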;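 further: channel opened by potassium depolarization with thallium stimulus after 20 min compound exposure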
ANO1 activ: TMEM16A chloride channel activators or potentiators, primary screen, cell-based, HTS | Anoctamin-1 (Mus musculus), Q8BHY3 | HEK293 TMEM16A/YFP-H148Q/I152L, iodide quench fluorescence; hits give low values | B-score at 10 µM | 0.3% of 340,000 active | AID 623877, 2012;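 active means fluorescence-ratio B-score plate-corrected deviation score at least 3 library SD below zero, with starting fluorescence score within 5 deviations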;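 further: channel opened by trigger with iodide after compound preincubation; score built on the fluorescence ratio of max minus min over baseline; more negative score means more quench and so TMEM16A activation or potentiation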
DYRK1A inh: rat Dyrk1A kinase inhibitors, primary screen, biochemical, single point, plate reader; Dual specificity tyrosine-phosphorylation-regulated kinase 1A (Rattus norvegicus), Q63470; ADP-Glo luminescence, NFATc1 peptide; inhibition, % at 12.5 µM; 0.43% of 310,000 active; AID 504441, 2011; in the data active means inhibition above about 50%;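 further: plate controls were vehicle with enzyme for no effect and no enzyme for full effect; many of its hits are not listed in these tables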
HDAC3 inh: HDAC3 deacetylase inhibitors, primary screen, biochemical, fluorescence, cell-free homogeneous | Histone deacetylase 3 (Homo sapiens), O15379 | recombinant HDAC3, fluorogenic peptide/trypsin coupled | inhibition, % at 8.3 µM | 0.15% of 320,000 active; in the data active means inhibition above about 26%, passing the limit was not always enough; inconclusive means no clear call, values can overlap the other calls
KCNK9 block: KCNK9 potassium channel inhibitors, primary screen, HEK293 cells, thallium flux. Potassium channel subfamily K member 9 (Homo sapiens), Q9NPC2. FluxOR thallium flux fluorescence; hits give low values. AID 488922, 2010. B-score at 10 µM. 1.2% of 310,000 active;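 active means ratio B-score over 3 SD below the library mean, with starting fluorescence within 5 SD of its mean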;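 further: negative B-score means less thallium flux so channel inhibition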
hERG protect: hERG rescue from dofetilide block, primary screen, cell-based, CHO-hERG, FluxOR thallium flux, dofetilide IC70; Voltage-gated inwardly rectifying potassium channel KCNH2 (Homo sapiens), Q12809; dofetilide IC70 present; activation (rescue from dofetilide block), less the hit threshold, % at 10 µM; 0.51% of 310,000 active;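 active means activation above the mean of controls blocked by dofetilide plus 5 SD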;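 further: thallium influx through hERG after potassium depolarization seen as dye fluorescence rise; in these data hits start at about 4.7%; inactives centre near -7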
* = called active by the depositor. Not all compounds are listed; the hit share may differ from the screen's.

CCCCCCCCCCCCN1C/C(=C\C(=O)OCC)c2ccccc2S1(=O)=O was read as ANO1 block inactive, TRPC4 act inactive, TRPC4 PAM inactive, KCNK3 inh inactive, KCNQ1 act inactive, KCNQ1 inh inactive, ANO1 activ inactive, DYRK1A inh -5, HDAC3 inh -1, KCNK9 block inactive and hERG protect -11.
Cc1cc(C)nc(N2CCCC(C(=O)Nc3ccc4nc(C)c(C)nc4c3)C2)n1 (centres undefined) was read as ANO1 block inactive, TRPC4 act inactive, TRPC4 PAM inactive, KCNK3 inh inactive, KCNQ1 act inactive, KCNQ1 inh inactive, ANO1 activ inactive, DYRK1A inh -1, HDAC3 inh 1, KCNK9 block inactive and hERG protect -8.
Screening Cn1c(SCc2cc(=O)n3cc(Br)ccc3n2)nnc1C1COc2ccccc2O1 (centres undefined) returned ANO1 block inactive, TRPC4 act inactive, TRPC4 PAM inactive, KCNK3 inh inactive, KCNQ1 act inactive, KCNQ1 inh inactive, ANO1 activ inactive, DYRK1A inh 1, HDAC3 inh 7, KCNK9 block inactive and hERG protect -9.
`CCN1CCCC1Cn1cnc2c([nH]c3ccc(OC)cc32)c1=O` (centres undefined) gave ANO1 block inactive, TRPC4 act inactive, TRPC4 PAM inactive, KCNK3 inh inactive, KCNQ1 act inactive, KCNQ1 inh inactive, ANO1 activ inactive, DYRK1A inh 3, HDAC3 inh -30, KCNK9 block inactive and hERG protect -8.
Cn1c(SCC(=O)Nc2ccc3c(c2)oc2ccccc23)nnc1-c1ccccc1 was read as ANO1 block inactive, TRPC4 act inactive, TRPC4 PAM inactive, KCNK3 inh inactive, KCNQ1 act inactive, KCNQ1 inh inactive, ANO1 activ inactive, HDAC3 inh 23, KCNK9 block inactive and hERG protect -6.
`CC1CCN(CCCNC(=O)CCc2nnc3n(CCc4ccccc4)c(=O)c4ccccc4n23)CC1` gave ANO1 block inactive, TRPC4 act inactive, TRPC4 PAM inactive, KCNK3 inh inactive, KCNQ1 act inactive, KCNQ1 inh inactive, ANO1 activ inactive, DYRK1A inh 2, HDAC3 inh -16, KCNK9 block inactive and hERG protect -13.
For CN(CC(=O)Nc1cccc(F)c1)C(=O)CCc1nc2sc3c(c2c(=O)[nH]1)CCCC3 the results were ANO1 block inactive, TRPC4 act inactive, TRPC4 PAM inactive, KCNK3 inh inactive, KCNQ1 act inactive, KCNQ1 inh inactive, ANO1 activ inactive, DYRK1A inh 8, HDAC3 inh -3, KCNK9 block inactive and hERG protect -8.
For CCCc1nc(-c2ccc(-c3ccc(F)cc3)cc2)no1 the results were ANO1 block inactive, TRPC4 act inactive, TRPC4 PAM inactive, KCNK3 inh inactive, KCNQ1 act inactive, KCNQ1 inh inactive, ANO1 activ inactive, DYRK1A inh -3, HDAC3 inh 7, KCNK9 block inactive and hERG protect -6.
`CCCN(CCC)Cc1c(C(=O)N/N=C/c2cccs2)nnn1-c1nonc1N` gave ANO1 block inactive, TRPC4 act inactive, TRPC4 PAM inactive, KCNK3 inh inactive, KCNQ1 act inactive, KCNQ1 inh inactive, ANO1 activ inactive, DYRK1A inh 21, HDAC3 inh 10, KCNK9 block inactive and hERG protect -4.
Screening Cc1csc(NC(=O)c2nn(C)c(C)c2[N+](=O)[O-])n1 returned ANO1 block inactive, TRPC4 act inactive, TRPC4 PAM inactive, KCNK3 inh inactive, KCNQ1 act inactive, KCNQ1 inh inactive, ANO1 activ inactive, DYRK1A inh -6, HDAC3 inh inconclusive, KCNK9 block inactive and hERG protect -6.
CC1CCCN(C(=O)CSc2nnc(-c3cccnc3)n2C2CCCCC2)C1 (centres undefined) was read as ANO1 block inactive, TRPC4 act inactive, TRPC4 PAM inactive, KCNK3 inh inactive, KCNQ1 act inactive, KCNQ1 inh inactive, ANO1 activ inactive, DYRK1A inh 0, HDAC3 inh -2, KCNK9 block inactive and hERG protect -9.
`C=CCn1cccc(C(=O)Nc2ccc(OC)cc2)c1=O` gave ANO1 block inactive, TRPC4 act inactive, TRPC4 PAM inactive, KCNK3 inh inactive, KCNQ1 act inactive, KCNQ1 inh inactive, ANO1 activ inactive, DYRK1A inh 1, HDAC3 inh 4, KCNK9 block inactive and hERG protect -10.
Screening Cc1ccc(NC(=O)Cn2cncc2-c2ccc([N+](=O)[O-])cc2)cc1C returned ANO1 block inactive, TRPC4 act inactive, TRPC4 PAM inactive, KCNK3 inh inactive, KCNQ1 act inactive, KCNQ1 inh inactive, ANO1 activ inactive, DYRK1A inh -5, HDAC3 inh 1, KCNK9 block inactive and hERG protect -2.
For O=C(COC(=O)c1cccnc1Cl)NCc1ccc2c(c1)OCO2 the results were ANO1 block inactive, TRPC4 act inactive, TRPC4 PAM inactive, KCNK3 inh inactive, KCNQ1 act inactive, KCNQ1 inh inactive, ANO1 activ inactive, DYRK1A inh 0, HDAC3 inh -1, KCNK9 block inactive and hERG protect -11.
Screening O=C(c1cc(COc2ccc3ncccc3c2)on1)N1CCCC(O)C1 (centres undefined) returned ANO1 block inactive, TRPC4 act inactive, TRPC4 PAM inactive, KCNK3 inh inactive, KCNQ1 act inactive, KCNQ1 inh inactive, ANO1 activ inactive, DYRK1A inh -11, HDAC3 inh -4, KCNK9 block inactive and hERG protect -9.
For Cc1cc(Br)ccc1SCC(=O)Nc1cccnc1 the results were ANO1 block inactive, TRPC4 act inactive, TRPC4 PAM inactive, KCNK3 inh inactive, KCNQ1 act inactive, KCNQ1 inh inactive, ANO1 activ inactive, DYRK1A inh 3, HDAC3 inh 1, KCNK9 block inactive and hERG protect -10.
CCC(=O)Nc1ccccc1-c1nc2ccccc2[nH]c1=O was read as ANO1 block inactive, TRPC4 act inactive, TRPC4 PAM inactive, KCNK3 inh inactive, KCNQ1 act inactive, KCNQ1 inh inactive, ANO1 activ inactive, DYRK1A inh -5, HDAC3 inh 6, KCNK9 block inactive and hERG protect -8.
`Cc1nc2ccc(N=NC3=C(O)CCCC3=O)cc2s1` gave ANO1 block inactive, TRPC4 act inactive, TRPC4 PAM inactive, KCNK3 inh inactive, KCNQ1 act inactive, KCNQ1 inh inactive, ANO1 activ inactive, DYRK1A inh 0, HDAC3 inh -1, KCNK9 block inactive and hERG protect -4.
O=C(Nc1cccnc1)c1ccc2nc(-c3ccccc3)c(-c3ccccc3)nc2c1 was read as ANO1 block inactive, TRPC4 act inactive, TRPC4 PAM inactive, KCNK3 inh inactive, KCNQ1 act inactive, KCNQ1 inh inactive, ANO1 activ inactive, DYRK1A inh 1, HDAC3 inh 4, KCNK9 block -11* and hERG protect -10.
Screening CC(NC(=O)c1cc(-c2ccc(Br)cc2)on1)c1ccccc1 (centres undefined) returned ANO1 block inactive, TRPC4 act inactive, TRPC4 PAM inactive, KCNK3 inh inactive, KCNQ1 act inactive, KCNQ1 inh inactive, ANO1 activ inactive, DYRK1A inh -5, HDAC3 inh 0, KCNK9 block inactive and hERG protect -13.
For Cc1ccc(-n2c(SCC(=O)O)nc3sc4c(c3c2=O)CCCC4)cc1 the results were ANO1 block inactive, TRPC4 act inactive, TRPC4 PAM inactive, KCNK3 inh inactive, KCNQ1 act inactive, KCNQ1 inh inactive, ANO1 activ inactive, DYRK1A inh 0, HDAC3 inh 16, KCNK9 block inactive and hERG protect -9.
CCCCc1nc2c(=O)[nH]c3ccccc3c2o1 was read as ANO1 block inactive, TRPC4 act inactive, TRPC4 PAM inactive, KCNK3 inh inactive, KCNQ1 act inactive, KCNQ1 inh inactive, ANO1 activ inactive, DYRK1A inh -5, HDAC3 inh -10, KCNK9 block inactive and hERG protect -8.
Screening CCN(CC)CCOC(=O)C(Cc1ccco1)Cc1cccc2ccccc12 (centres undefined) returned ANO1 block inactive, TRPC4 act inactive, TRPC4 PAM inactive, KCNK3 inh inactive, KCNQ1 act inactive, KCNQ1 inh inactive, ANO1 activ inactive, DYRK1A inh -6, HDAC3 inh -1, KCNK9 block inactive and hERG protect -8.
For Cn1ncc2nnn(-c3ccccc3)c(=O)c21 the results were ANO1 block inactive, TRPC4 act inactive, TRPC4 PAM inactive, KCNK3 inh inactive, KCNQ1 act inactive, KCNQ1 inh inactive, ANO1 activ inactive, DYRK1A inh -2, HDAC3 inh 4, KCNK9 block inactive and hERG protect -1.
O=C(CSc1nc2nc(-c3cccs3)cc(C(F)(F)F)c2c(=O)[nH]1)C(F)(F)F was read as ANO1 block inactive, TRPC4 act inactive, TRPC4 PAM inactive, KCNK3 inh inactive, KCNQ1 act inactive, KCNQ1 inh inactive, DYRK1A inh 5, HDAC3 inh -17, KCNK9 block inactive and hERG protect -7.
For CCCC1(C(=O)OCC)NC(c2ccc(N(C)C)cc2)C2C(=O)N(c3ccccc3)C(=O)C21 (centres undefined) the results were ANO1 block inactive, TRPC4 act inactive, TRPC4 PAM inactive, KCNK3 inh inactive, KCNQ1 act inactive, KCNQ1 inh inactive, ANO1 activ inactive, DYRK1A inh 0, HDAC3 inh 7, KCNK9 block inactive and hERG protect -18.
For COc1cccc(-n2nc3c(=O)n(Cc4ccccc4Cl)nc(C)c3c2C)c1 the results were ANO1 block inactive, TRPC4 act inactive, TRPC4 PAM inactive, KCNK3 inh inactive, KCNQ1 act inactive, KCNQ1 inh inactive, ANO1 activ inactive, DYRK1A inh -9, HDAC3 inh 3, KCNK9 block inactive and hERG protect -7.
For COc1ccc(-n2nc3c(c2NC(=O)C2CCCC2)CS(=O)C3)cc1 (centres undefined) the results were ANO1 block inactive, TRPC4 act inactive, TRPC4 PAM inactive, KCNK3 inh inactive, KCNQ1 act inactive, KCNQ1 inh inactive, ANO1 activ inactive, DYRK1A inh -4, KCNK9 block inactive and hERG protect -9.

Source: PubChem BioAssay (several laboratories)
